# RGS4 block – inhibitors of human RGS4; HEK293 M3R/RGS4 inducible, Fluo-4 calcium flux; active compounds read high; triggered by carbachol at its EC20; B-score at 10 µM; 310,000 tested, 0.45% active; AID 463165;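 active means B-score, a plate-corrected calcium signal, over three deviations above library mean, with baseline fluorescence within five deviations of library mean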;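 further: RGS4 expression induced by doxycycline in cells with stable M3 receptor; B-score is computed from the integrated fluorescence ratio over baseline after carbachol; higher B-score means a larger calcium signal and so more RGS4 inhibition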
# MrgX1 ag – human MrgX1 receptor agonism, primary screen; MrgX1-HEK293 cells, Fluo-4 calcium fluorescence, agonist mode; active compounds read high; Q96LB2; B-score at 10 µM; 310,000 tested, 0.44% active;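 active means calcium response B-score plate-corrected fluorescence ratio at least 3 library SD, with starting fluorescence B-score inside 5 SD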
#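 Material: MrgX1-expressing HEK293 cells / Dosing: compound as first of three additions / Incubation: overnight seeding, then 1 h dark dye loading / Signal: Fluo-4 NW calcium fluorescence / Evaluation: B-scored fluorescence response ratio / Benchmarks: positive and negative control wells on each plate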
# ANO1 activ – activates or potentiates the mouse TMEM16A chloride channel; Q8BHY3; HEK293 TMEM16A/YFP-H148Q/I152L, iodide quench fluorescence; active compounds read low; B-score at 10 µM; 340,000 tested, 0.3% active; AID 623877;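 active means fluorescence-ratio B-score plate-corrected deviation score at least 3 library SD below zero, with starting fluorescence score within 5 deviations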;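 further: channel opened by trigger with iodide after compound preincubation; score built on the fluorescence ratio of max minus min over baseline; more negative score means more quench and so TMEM16A activation or potentiation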
# Target sequence (Q8BHY3 whole entry, looked up): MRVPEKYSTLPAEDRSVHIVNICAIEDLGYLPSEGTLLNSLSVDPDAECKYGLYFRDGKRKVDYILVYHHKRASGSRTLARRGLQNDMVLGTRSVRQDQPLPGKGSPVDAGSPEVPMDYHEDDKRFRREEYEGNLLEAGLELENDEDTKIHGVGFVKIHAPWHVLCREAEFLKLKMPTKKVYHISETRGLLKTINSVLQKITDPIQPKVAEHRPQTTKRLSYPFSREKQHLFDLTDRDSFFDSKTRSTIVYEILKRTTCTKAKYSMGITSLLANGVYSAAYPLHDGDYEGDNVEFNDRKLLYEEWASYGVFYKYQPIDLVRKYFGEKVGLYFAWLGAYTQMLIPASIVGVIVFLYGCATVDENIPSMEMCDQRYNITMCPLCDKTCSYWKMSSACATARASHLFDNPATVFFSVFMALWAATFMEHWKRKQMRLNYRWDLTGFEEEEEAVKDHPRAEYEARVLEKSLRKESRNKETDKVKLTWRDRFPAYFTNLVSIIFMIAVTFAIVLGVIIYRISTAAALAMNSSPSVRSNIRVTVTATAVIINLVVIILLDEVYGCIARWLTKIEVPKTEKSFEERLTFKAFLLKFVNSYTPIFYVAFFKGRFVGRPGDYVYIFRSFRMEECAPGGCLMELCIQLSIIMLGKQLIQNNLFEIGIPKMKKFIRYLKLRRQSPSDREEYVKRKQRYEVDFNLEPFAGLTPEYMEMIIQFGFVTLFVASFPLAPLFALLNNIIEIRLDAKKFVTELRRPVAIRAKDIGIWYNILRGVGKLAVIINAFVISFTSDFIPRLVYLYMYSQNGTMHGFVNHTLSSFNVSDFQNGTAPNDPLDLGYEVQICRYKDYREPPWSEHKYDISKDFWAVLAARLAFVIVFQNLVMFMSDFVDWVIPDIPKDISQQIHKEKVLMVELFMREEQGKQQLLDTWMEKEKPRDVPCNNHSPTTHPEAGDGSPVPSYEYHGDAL
# TMEM16A inh – mouse TMEM16A channel inhibition, primary screen; 310,000 tested, 1.2% active; normalized B-score (activity score, 25-100; higher = stronger inhibition) at 10 µM; HEK293 TMEM16A/YFP iodide influx fluorescence, ionomycin; Q8BHY3;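 active means ratio plate-corrected score three or more library SD toward inhibition, starting fluorescence score within five deviations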;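 further: score derived from kinetic fluorescence span divided by baseline fluorescence per well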
# TRPC6 act – mouse TRPC6 channel activation. AID 2550. B-score at 10 µM. Q61143. HEK293-TRPC6 membrane potential dye fluorescence; active compounds read high. 310,000 tested, 0.13% active;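 active means B-score of the integrated fluorescence ratio above library mean plus 3 SD, and starting fluorescence ratio within library mean plus 5 SD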;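 further: higher score means more depolarization so channel activation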
# SKKanGAS inh – blocks kanamycin growth of S. pyogenes SKKanGAS strain | inhibition, % at 7.5 µM | BacTiter-Glo, 6 h | 300,000 tested, 1.3% active;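 active means mean replicate score, as percent of positive control median, at least 50; inconclusive means mean below 50 but one replicate at or above 50; inactive means mean and every replicate below 50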;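 further: strain carries kanamycin resistance gene driven by streptokinase promoter and grows in 40 µg/ml kanamycin; loss of luminescence reflects streptokinase promoter inhibition or plain growth inhibition; 0% = median of DMSO wells and 100% = positive control at its reference dose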
# MrgX1 antag – blocks BAM8-22 activation of human MrgX1 receptor; Q96LB2; MRGX1-HEK293 calcium flux, Fluo-4, BAM8-22 antagonism; active compounds read low; B-score at 10 µM; 310,000 tested, 1.3% active;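 active means calcium-response B-score plate-corrected more than 3 library SD below zero, starting fluorescence within 5 deviations, no agonist response on first addition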;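 further: peak minus trough fluorescence over baseline after final BAM8-22 challenge near maximal dose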
# MrgX1 allo act – human MrgX1 positive allosteric modulation, primary screen; Q96LB2; MrgX1-HEK293, Fluo-4 calcium flux, FDSS; active compounds read high; B-score at 10 µM; 310,000 tested, 0.63% active; AID 588675;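 active means plate-corrected calcium response at least 3 library SD above typical, normal starting fluorescence, not activating the receptor alone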;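 further: compound read alongside a low EC10 to EC30 dose of BAM8-22 agonist; peak minus trough fluorescence over baseline measured at the second addition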
# RGS4 pot – RGS4 potentiation or activation; HEK293 M3R/inducible RGS4, carbachol calcium flux Fluo4; active compounds read low; 310,000 tested, 0.92% active; B-score at 10 µM;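 active means B-score of the integrated calcium signal more than 4 SD below the library mean, with starting fluorescence not abnormally high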;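 further: negative B-score means reduced calcium response which marks RGS4 activation or potentiation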
#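 Assay system: Inducible-RGS4 HEK293 cells carrying M3 receptor | Schedule: Compound preincubation 20 min at room temperature before agonist | Signal: Kinetic calcium fluorescence imaging with Fluo4-AM dye, 2 µM | Read-out basis: B score from integrated fluorescence ratio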
# HDAC3 inhib – human HDAC3 inhibition; O15379; recombinant HDAC3, fluorogenic peptide/trypsin coupled, fluorescence; inhibition, % at 8.3 µM; 320,000 tested, 0.15% active; AID 2718; in the data active means inhibition above about 26%, passing the limit was not always enough; inconclusive means no clear call, values can overlap the other calls
# TRPC6 inhibitor – inhibitors of mouse TRPC6 channel; Q61143; HEK293-TRPC6, membrane potential dye, ACh-evoked depolarization; active compounds read low; B-score at 10 µM; 310,000 tested, 1.1% active;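 active means B-score under library mean minus 3 SD, initial fluorescence not abnormally high, positive integrated signal ratio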;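 further: B-score derived from integrated fluorescence ratio over the kinetic read; more negative B-score means stronger inhibition of depolarization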
# * marks the source's active call; other numbers are inactive results; i = inactive; ? = inconclusive; . = not tested or not shown.
SMILES,RGS4 block,MrgX1 ag,ANO1 activ,TMEM16A inh,TRPC6 act,SKKanGAS inh,MrgX1 antag,MrgX1 allo act,RGS4 pot,HDAC3 inhib,TRPC6 inhibitor
FC(F)Sc1ccc(N=C2NN=C(c3ccc4c(c3)OCCO4)CS2)cc1,i,i,i,i,i,3.7,i,i,i,?,i
CN(C)C(=O)c1ccccc1-c1ccccc1,i,i,i,i,i,0.1,i,i,i,-0.4,i
Clc1ccc(-c2nc(Cc3ccccc3Cl)no2)cc1,i,i,i,i,i,-7.1,i,i,i,2.7,i
COc1cc(/C(C)=N/N2CCN(c3ccccc3OC)CC2)ccc1O,i,i,i,i,i,5.0,i,i,i,-3.2,i
Cc1ccc(Nc2nc(N)nc(-c3oc4ccccc4c3C)n2)cc1,i,i,i,i,i,7.9,i,i,i,6.9,i
CCOC(=O)CN1N=C(/C=C/c2ccc(OC)cc2)CCC1=O,i,i,i,i,i,-9.2,i,i,i,4.8,i
CCc1ccc(N2CCN(CCNC(=O)Nc3ccc(OC)cc3)CC2)cc1,i,i,i,i,i,0.0,i,i,i,-5.2,i
O=C(COC(=O)C1Cc2ccccc2CN1C(=O)c1ccccc1)Nc1ccc(SC(F)F)cc1 (stereo unspecified),i,i,i,i,i,-13.9,i,i,i,-1.5,i
Cc1cccn2c(CN(C)C3CCOC3)c(C(=O)N3CCCCC3)nc12 (stereo unspecified),i,i,i,i,i,6.4,i,i,i,-4.1,i
N#Cc1ccc(N2Cc3ccccc3C2=NC(=O)c2cccnc2Cl)cc1,i,i,i,i,i,31.6,i,i,i,-1.2,i
Cc1ccccc1C(=O)NNC(=O)CSc1nc(-c2ccccc2)cc(=O)[nH]1,i,i,i,i,i,2.3,i,i,i,-9.5,i
CCOc1ccc(NC(=O)Cn2cc(C(C)=O)c3ccccc32)cc1,i,i,i,i,i,1.3,i,i,i,3.1,i
CC(=O)c1cnn(-c2cc(Oc3ccc(F)cc3)ncn2)c1C,i,i,i,i,i,-4.7,i,i,i,1.5,i
CCc1cc2ccc(OC)cc2nc1SCC(=O)Nc1cc(C)on1,i,i,i,i,i,-0.8,i,i,i,7.3,i
Cc1ccc(C(=O)NCCNC(=O)c2ccc(C)o2)o1,i,i,i,i,i,0.3,i,i,i,-1.2,i
CCCCn1c(NC(=S)Nc2ccccc2)nc2ccccc21,i,i,i,i,i,8.8,i,i,i,9.9,i
COc1ccc(S(=O)(=O)N2CCN(c3ccc(F)cc3)CC2)cc1C(=O)N1CCOCC1,i,i,i,i,i,1.0,i,i,i,0.4,i
O=C(COC(=O)c1ccc2[nH]c3c(c2c1)CCCC3)NC1CCS(=O)(=O)C1 (stereo unspecified),i,i,i,i,i,-4.1,i,i,i,-5.6,i
CNC(=O)c1cc(C(=O)c2c(Cl)cccc2Cl)c[nH]1,i,i,i,i,i,-9.7,i,i,i,?,i
Cc1ccc(S(=O)(=O)N2CCN(S(C)(=O)=O)C2)cc1,i,i,i,i,i,2.0,i,i,i,0.9,i
CC(=O)OCC(=O)[C@H]1CC[C@H]2[C@@H]3CC=C4C[C@@H](O)CC[C@]4(C)[C@H]3CC[C@]12C,i,i,i,i,i,-1.5,i,i,i,1.9,i
COC(C(=O)NCc1ccc(C)cc1)c1ccccc1 (stereo unspecified),i,i,i,i,i,5.8,i,i,i,-3.3,i
O=C(CSc1nnc(COc2ccc(Br)cc2)o1)N1CCOCC1,i,i,i,i,i,-9.3,i,i,i,-0.7,i
COc1ccc(-c2nc3ccccc3c(=O)n2CCOc2ccc(C)cc2C)cc1,i,i,i,i,i,-21.3,i,i,i,2.0,i
CC(=O)N1N=C(c2ccc(Br)cc2)CC1c1cn(C)c2ccccc12 (stereo unspecified),i,i,i,i,i,32.6,i,i,i,0.3,i
Cc1ccc(OCCSc2nc(NC(C)C)nc(NC(C)C)n2)cc1,i,i,i,i,i,71.6*,i,i,i,4.8,i
Oc1ccccc1N=Cc1c(O)ccc2ccccc12,i,.,i,.,i,19.7,.,.,i,.,-5.27*
CCc1ccc2nc(N(CCN(C)C)C(=O)c3ccc4ncsc4c3)sc2c1,i,i,i,i,i,6.8,i,i,i,10.3,i
CCN(C(=O)CSc1ncccc1C(=O)O)C1CCCCC1,i,i,i,i,i,-34.6,i,i,i,0.9,i
CN1CCN(CCNC(=O)Nc2ccc([N+](=O)[O-])cc2)CC1,i,i,i,i,i,0.3,i,i,i,.,i
COc1ccccc1C(=O)NCCc1nc2ccccc2[nH]1,i,i,i,i,i,-2.1,i,i,i,-6.3,i
C[C@@H](C(=O)Nc1ccc2ccccc2c1)[C@H]1C[C@]1(C)[C@H](NS(=O)(=O)c1ccc(-c2ccccc2)cc1)c1ccccc1,.,i,.,i,.,.,i,i,.,-15.2,.
CN(CC1CCCN(CCc2cccc(C(F)(F)F)c2)C1)C(=O)c1cc2ccccc2o1 (stereo unspecified),i,.,i,.,i,1.3,.,.,-11.7*,.,i
CCCCCn1c(CN2CCN(Cc3ccccc3)CC2)nc2c1c(=O)[nH]c(=O)n2C,i,i,i,i,i,3.2,i,i,i,-3.6,i
Cc1cc(C(=O)Nc2ccccc2C(=O)N2CCCCC2)ccc1[N+](=O)[O-],i,i,i,i,i,-8.8,i,i,i,-5.3,i
CC1Cc2ccccc2N1c1ncnc(N)c1[N+](=O)[O-] (stereo unspecified),i,i,i,i,i,-3.8,i,i,i,-0.1,i
Nc1nc(-c2ccc3c(c2)NC(=O)CO3)cs1,i,i,i,i,i,-0.9,i,i,i,2.7,i
CC(Sc1nnc(Cc2cccs2)n1C1CCCCC1)C(N)=O (stereo unspecified),i,i,i,i,i,6.8,i,i,i,-4.8,i
O=C(Cc1c(F)c(F)c(F)c(F)c1F)Nc1nc(-c2ccccc2)cs1,i,i,i,i,i,18.8,i,i,-7.07*,-0.6,i
CCc1ccc(N2CC(C(=O)N/N=C/c3ccccc3OC)CC2=O)cc1 (stereo unspecified),i,i,i,i,i,2.6,i,i,i,10.5,i
Cc1ccc(NC(=O)CC2S/C(=N/N=C/c3c[nH]c4ccccc34)NC2=O)cc1 (stereo unspecified),i,i,i,i,i,2.9,i,i,i,-9.5,i
COc1ccc(S(=O)(=O)N2CCN(C)CC2)cc1NC(=O)c1ccccc1,i,i,i,i,i,2.5,i,i,i,-1.2,i
COc1ccccc1N(C(=O)c1snc(C(N)=O)c1N)C(C(=O)NCCC(C)C)c1ccco1 (stereo unspecified),i,i,i,i,i,-4.1,i,i,i,-1.4,i
O=C(CSc1ncnc2c1nnn2Cc1ccccc1)NC1CCCCC1,i,i,i,i,i,-4.7,i,i,i,-8.7,i
O=C(O)c1ccc2c(=O)n3c(nc2c1)/C(=C/c1ccc(Cl)c([N+](=O)[O-])c1)CC3,i,i,i,i,i,11.8,i,i,i,3.4,i
COc1ccc(CCNC(=O)c2ccc(CSc3ccccc3)o2)cc1,i,i,i,i,i,0.2,i,i,i,1.2,i
O=C1CCc2ccccc2N1,i,i,i,i,i,-4.9,i,i,i,.,i
Cc1ccc(S(=O)(=O)Nc2ccc(S(=O)(=O)N3CCOCC3)cc2)cc1,i,i,i,i,i,-14.2,i,i,i,5.0,i
Cc1ccc2nc(SCCC#N)nc(C)c2c1,i,i,.,i,i,0.3,-8.06*,i,i,0.3,i
CCC(C)(C(=O)NC1CCCCC1)N(C(=O)CC1NC(=O)NC1=O)c1c(C)n(C)n(-c2ccccc2)c1=O (stereo unspecified),i,i,i,i,i,-2.5,i,i,i,1.7,i
CCOc1ccc(-c2nn(-c3ccccc3)cc2/C=C2\SC(=S)N(C3CCS(=O)(=O)C3)C2=O)cc1 (stereo unspecified),i,i,i,i,i,-6.5,i,i,-8.3*,0.1,i
Cn1c(SCc2nc3ccccc3s2)nnc1-c1cccs1,i,i,i,i,i,-16.2,i,i,i,2.4,i
CSc1ncccc1C(=O)OCC(=O)NCc1ccc2c(c1)OCO2,i,i,i,i,i,-4.0,i,i,i,-4.0,i
COc1ccc(C(=O)NCCSCc2ccc(C)cc2)cc1,i,i,i,i,i,-11.5,i,i,i,0.7,i
Brc1ccc(OCc2nc(-c3ccccn3)n[nH]2)cc1,i,i,i,i,i,1.8,i,i,i,-1.0,i
Clc1cccc2sc(-c3nnc(-c4ccccc4)o3)c(Cl)c12,i,i,i,i,i,-7.9,i,i,i,9.0,i
O=C(NC1CCCC1)C(c1cccnc1)N(Cc1ccccc1F)C(=O)c1csnn1 (stereo unspecified),i,i,i,i,i,0.3,i,i,i,1.0,i
C/C(=N\NC(=O)c1ccc2c(c1)OCO2)c1ccc(O)cc1,i,i,i,i,i,5.8,i,i,i,-1.5,i
CC1CCCN(C(=O)COc2ccc(Nc3ccccc3)cc2)C1 (stereo unspecified),i,i,i,i,i,-5.6,i,i,i,-2.5,i
CCOC(=O)C1CCN(C(=O)CCc2nnc3ccc(N4CCC(C)CC4)nn23)CC1,i,i,i,i,i,0.0,i,i,i,?,i

# (listing goes on)
SMILES,RGS4 block,MrgX1 ag,ANO1 activ,TMEM16A inh,TRPC6 act,SKKanGAS inh,MrgX1 antag,MrgX1 allo act,RGS4 pot,HDAC3 inhib,TRPC6 inhibitor
Nc1nnc2c(C(F)(F)F)nc3ccccc3n12,i,i,i,i,i,4.5,i,i,i,-3.2,i
Cc1ccc(C(=O)Nc2cc3c(cc2N2CCCCC2)n(C)c(=O)n3C)cc1,i,i,i,i,i,-6.3,i,i,i,4.2,i
COc1ccc(-n2c(SCC#N)nc3c(sc(=S)n3-c3ccccc3)c2=O)c(OC)c1,i,i,i,i,i,4.9,i,i,i,16.3,i
CSc1nc2nccc(/C=C\c3ccccc3)n2n1,i,i,i,i,i,2.9,i,i,i,6.1,i
Cc1ccc(-n2ncc3c2CCCC3NC(=O)CCN2CCCC2=O)cc1C (stereo unspecified),i,i,i,i,i,-0.3,i,i,i,-11.6,i
COc1cccc(OCc2ccc(C(=O)NCC3CCCO3)cc2)c1 (stereo unspecified),i,i,i,i,i,-1.4,i,i,i,.,i
CC(C)NC(=O)COc1nncc2ccccc12,i,i,i,i,i,-40.4,i,i,i,-2.1,i
O=C(CN1CCOCC1)N/N=C/c1ccc(-c2ccc(C(=O)O)cc2)o1,i,i,i,i,i,-2.9,i,i,i,-1.5,i
CCN(CC)S(=O)(=O)c1ccc2oc(C(=O)NC(C)C)c(C)c2c1,i,i,i,i,i,1.2,i,i,i,4.8,i
CN(C)c1ccncc1C(=O)Nc1ccc(F)cc1F,i,i,i,i,i,-7.0,i,i,i,-6.2,i

# Random draw from the library; 6.7% or so of the library scored in one or more.
